RGS8-Gao reg: regulators of human RGS8-Galphao interaction | P09471 | AID 1423 | response (percent of control binding), % at 10 µM | 0.34% of 220,000 active | multiplexed bead flow cytometry, RGS8-Galphao binding; actives lie on both sides; in the data active means response below about 60% or above about 140%; inactive means in between;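 further: Galphao activated as the GDP aluminium fluoride complex binding bead-coupled RGS8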
Target sequence (P09471 whole entry, looked up): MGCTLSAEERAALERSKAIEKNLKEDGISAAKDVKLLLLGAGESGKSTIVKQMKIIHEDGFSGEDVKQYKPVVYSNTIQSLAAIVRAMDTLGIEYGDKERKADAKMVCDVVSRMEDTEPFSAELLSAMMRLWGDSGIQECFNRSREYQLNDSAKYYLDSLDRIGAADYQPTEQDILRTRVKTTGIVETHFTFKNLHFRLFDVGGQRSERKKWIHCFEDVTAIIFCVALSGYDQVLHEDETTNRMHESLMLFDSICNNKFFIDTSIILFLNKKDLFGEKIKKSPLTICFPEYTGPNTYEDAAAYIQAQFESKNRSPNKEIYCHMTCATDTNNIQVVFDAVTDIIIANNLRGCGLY
RGS7-Gao reg: regulators of human RGS7-Galphao interaction; Multiplexed bead flow cytometry, RGS7-Galphao binding; actives lie on both sides; binding response (% of control), % at 10 µM; 0.35% of 220,000 active; in the data active means binding response below about 49% or above about 150%; inconclusive means no clear call, values can overlap the other calls; inactive means in between;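 further: fluorescent Galphao held in activated GDP-AlF4 state binding bead-coupled RGS7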
RGS4-Gao reg: human RGS4-Galphao interaction regulation; P09471; Multiplexed bead flow cytometry, RGS4-Galphao binding; actives lie on both sides; binding response (% of control), % at 10 µM; 0.33% of 220,000 active; in the data active means binding response below about 49% or above about 150%; inactive means in between;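 further: fluorescent Galphao activated with aluminum fluoride binding bead-coupled RGS4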
Numbers without * were called inactive; ? = inconclusive; nt = not tested or not shown.

Molecule	RGS8-Gao reg	RGS7-Gao reg	RGS4-Gao reg
O=C(CN1C(=O)S/C(=C\C=C\c2ccccc2)C1=O)Nc1ccccc1C(=O)O	95.8	?	92.6
N#CC(C#N)=C1NC2(CCCCC2)Cc2ccccc21	98.7	?	98.6
COc1ccc(CCn2c(-c3ccc(F)cc3)nc3c(c(=O)c4ccccc4n3C)c2=O)cc1OC	101.8	?	101.5
Cc1cc(C)c(N)c(C(=O)O)c1	101.8	?	102.4
Cc1cccc(NC(=O)C2CCCN(S(=O)(=O)c3ccc4c(c3)oc(=O)n4C)C2)c1 (stereo unspecified)	99.2	?	97.0
CCOC(=O)N1CCN(C(c2ccc(C)cc2)c2sc3nc(C)nn3c2O)CC1 (stereo unspecified)	105.8	?	100.5
COc1cc2c(cc1OC)C(C)=NC1(CCCCC1)C2	98.1	?	97.1
Cc1nc(SCC(=O)Nc2cc(C(N)=O)cc(C(N)=O)c2)c2c(C)c(C)sc2n1	68.1	?	59.4
COc1ccc(-c2ccc(CCC(=O)O)n2-c2ccccc2O)cc1	101.0	?	103.1
Cc1cc(C(=O)N/N=C/c2c(C)[nH]c3ccccc23)n[nH]1	102.2	?	101.9
COc1ccc(-c2cc(C(=O)NCc3cccs3)no2)cc1	97.1	?	96.0
O=C(O)C1Cc2ccccc2CN1S(=O)(=O)c1ccccc1 (stereo unspecified)	101.8	?	101.4
Cc1ccc2c(c1)C1(C)C(C(C)(C)N2C=O)C1(Cl)Cl (stereo unspecified)	94.7	?	93.9
CCN(CC)C(=O)CSc1nnc(-c2ccccn2)n1Cc1ccccc1	103.7	?	104.7
C=CCN(CC=C)C(=O)Nc1cc(OC)ccc1OC	90.8	?	87.0
COc1ccc(N2C(=O)CC(c3cc(OC)c(OC)c(OC)c3)CC2=O)cc1	96.9	?	96.2
CC(C)(C)OC(=O)NCCCC[C@H](NC(=O)c1[nH]cnc1C(=O)Nc1ccccc1)C(=O)OC(C)(C)C	99.4	?	92.3
O=C(O)/C=C/C(=O)Nc1ccc(Oc2ncnc3cc(Cl)ccc23)nc1	103.7	?	107.0
O=C(N/N=C/c1ccc(O)c([N+](=O)[O-])c1)c1ccncc1	106.8	?	104.2
COc1ccc(CNCC(O)COc2ccc(C)cc2[N+](=O)[O-])cc1 (stereo unspecified)	98.0	?	98.2
O=C(CC1NCCN(Cc2ccccc2)C1=O)Nc1ccc(Cl)cc1 (stereo unspecified)	103.2	?	104.9
Cc1cccc(NC2=C(C#N)C(=O)NC3(CCCC3)S2)c1	103.2	?	110.7
O=S1(=O)CCC(NC(=S)Nc2ccc3ccccc3c2)C1 (stereo unspecified)	99.4	?	101.3
COc1ccc(-c2nn(-c3ccccc3)cc2/C=C/C(=O)O)cc1[N+](=O)[O-]	101.7	?	108.3
COc1ccc(C(=O)[C@H]2[C@H]3C(=O)N(c4ccc(C)cc4)C(=O)[C@H]3C3C=CC=NN32)cc1 (stereo partly specified)	95.1	?	94.2
O=C(NN1C(=O)C2C(C1=O)C1C=CC2C12CC2)c1ccccc1Cl (stereo unspecified)	102.7	?	103.5
COc1ccc(C(=O)NCCN2C(=O)S/C(=C\c3cccnc3)C2=O)cc1[N+](=O)[O-]	97.5	?	100.9
CC12CCC(C(=O)NNc3ccc([N+](=O)[O-])cc3)(OC1=O)C2(C)C (stereo unspecified)	99.3	?	99.9
Cc1onc(-c2c(Cl)cccc2Cl)c1NC(=O)N1CCSCC1	89.5	?	83.3
Cc1nc(-c2ccc(Cl)cc2)sc1C1(C)CC(c2ccc(OC(F)(F)F)cc2)=NO1 (stereo unspecified)	99.6	?	98.8
CCc1ccc(CCN2C(=O)c3ccccc3C2=O)nc1	101.6	?	103.4
Nc1nc(Nc2ccccc2F)nc(N2CCOCC2)c1[N+](=O)[O-]	100.7	?	99.4
Cc1ccc(Sc2ncccc2NC(=O)c2ccccc2Cl)cc1	101.6	?	102.6
COc1cc(/C=C(\C#N)C(=O)NC(C)C)ccc1OCc1ccc(C(=O)O)cc1	91.7	?	89.0
COc1cc2nc(CN(C)Cc3ccc(SC)cc3)[nH]c(=O)c2cc1OC	101.8	?	100.3
CCc1ccc2nc(/N=C(\N)NC(=O)c3ccccc3)nc(C)c2c1	99.8	?	96.5
N#C/C(=N/Nc1ccc(OC(F)(F)F)cc1)C(N)=S	101.1	?	102.7
CCCn1c(C(C)C)n[nH]c1=S	98.0	?	98.4
COc1ccc2[nH]c(=O)c(CN(C)C(=O)c3cccs3)cc2c1	101.2	?	105.2
CCN1CCN(CC(=O)N2N=CCC2c2ccccc2)CC1 (stereo unspecified)	100.5	?	102.7
COc1ccccc1/C=N/NC(=O)CNC(=O)c1ccccc1	100.9	?	100.9
Cc1ccc(Sc2cc(NCCCO)c([N+](=O)[O-])c3nonc23)cc1	96.4	?	101.0
NC(N)=N/N=C/c1ccc2cccc(OCc3ccccc3)c2n1	99.9	?	101.0
CCO[C@H]1OC(C(=O)NC2CC2)=C[C@@H](C2CCCCC2)[C@@H]1CCCO	93.2	?	85.1
COc1ccc(C(CC(=O)N2CCCC2)c2c(O)cc(OC)cc2OC)cc1 (stereo unspecified)	100.1	?	103.2
CC(C)(C)c1ccc(NS(=O)(=O)c2ccc(N)cc2)cc1	106.6	nt	106.6
CC1=CC(=Nc2c(C)n(C)n(-c3ccccc3)c2=O)C=CC1=O	93.3	?	95.2
Brc1ccc(-c2ncc3ccccn23)cc1	101.4	?	103.0
O=c1[nH]c2ccccc2n2c(=S)[nH]nc12	96.4	?	90.6
O=C(/C=C/c1ccccc1)Nc1sc2c(c1C(=O)O)CCC2	99.1	?	94.5
CNc1ncc(C(=O)c2ccc(-c3ccccc3)cc2)s1	100.1	?	99.6
CC(=O)c1ccc(OCCOc2ccc(C#N)cc2)cc1	98.0	?	96.9
N#C/C(=C\c1ccc(F)cc1F)S(=O)(=O)c1ccccn1	94.9	?	86.0
COCC(C)NC(=O)c1cc2cc(OC)ccc2[nH]1 (stereo unspecified)	101.1	?	99.7
CC(=O)C1=C(O)C(=O)N(c2nccs2)C1c1ccccc1F (stereo unspecified)	100.8	?	98.2
CC(=O)CSc1cc(-c2ccccc2)nc2ncnn12	104.4	?	104.6
CCN(CC)CCCN=Cc1c(O)n(-c2c(C)cccc2C)c(=O)c2ccccc12	97.8	?	96.3
Cc1cc(/C=N/NC(=O)c2ccncc2)c(C)n1-c1cccc(C(F)(F)F)c1	100.6	?	101.6
O=c1nc(SCc2ccc(Cl)cc2)nc(-c2ccccc2)[nH]1	104.5	?	106.7
COc1ccc(CN(Cc2cccn2C)S(=O)(=O)c2ccccc2)cc1	98.9	?	99.1

(further entries)
Molecule	RGS8-Gao reg	RGS7-Gao reg	RGS4-Gao reg
CC(=O)c1ccc(NC(=O)Cn2c3ccccc3c3nc(=O)cc(C)n32)cc1	100.7	?	102.3
N#C/C(=C(/O)c1ccc([N+](=O)[O-])s1)c1nc2ccccc2[nH]1	100.4	?	97.3
O=C(NCc1ccco1)C1CCCN1S(=O)(=O)c1ccccc1C(F)(F)F (stereo unspecified)	99.9	?	100.6
C=CCN1C(=O)C(CC(=O)Nc2ccccc2F)S/C1=N\c1nccs1 (stereo unspecified)	96.1	?	92.5
COc1cc(C=C2C(=O)c3ccccc3C2=O)ccc1O	100.0	?	102.9
COc1ccccc1N1C(=O)CSC1=NC(=O)c1ccccc1	108.0	?	109.3
CSc1ncccc1C(=O)OCC(=O)c1cc(C)n(CC2CCCO2)c1C (stereo unspecified)	103.0	?	100.7
Cc1nn(-c2ccccc2)c(N)c1C1(O)C(=O)Nc2ccccc21 (stereo unspecified)	99.6	?	100.6
CCOC(=O)C1(Cc2ccccc2)CCN(Cc2ccc(C3CCCCO3)s2)CC1 (stereo unspecified)	98.0	?	100.4
CCOc1ccc(-c2nc(N)ncc2Oc2ccc(OC)cc2)c(O)c1	100.0	?	105.2
O=C(N/N=C/c1ccc([N+](=O)[O-])o1)c1ccccc1NS(=O)(=O)c1cccs1	97.4	?	97.9
O=C(/C=C/c1ccc(F)cc1)Nc1ccc2[nH]c(=O)[nH]c2c1	100.7	?	83.7
COC(=O)c1ccc(/C=N/N2CCN(Cc3ccc(Cl)cc3)CC2)cc1	90.1	nt	84.5
O=C(Nc1cccc(Oc2ccc(C(=O)O)c(C(=O)O)c2)c1)c1ccc(-c2ccccc2)cc1	103.7	?	97.7
COc1ccc(NC(=O)CSc2nc(N)c(NC(=O)c3cccs3)c(=O)[nH]2)cc1	105.6	?	105.6
O=C(Nc1nnc(Cc2ccc([N+](=O)[O-])cc2)s1)c1ccc2c(c1)OCO2	95.6	?	96.0
CCS(=O)(=O)C(C)(CCl)C(=O)Nc1ccc(C(=O)OC)cc1 (stereo unspecified)	100.8	?	106.2
N#Cc1cnc2cc(-c3ccccc3)nn2c1N	99.9	?	102.6
CC(C)(C)/C(O)=C/c1nc2cc(Cl)ccc2oc1=O	102.2	?	100.4
O=c1c2[nH]c3ccc(F)cc3c2ncn1CCC1=CCCCC1	103.6	?	101.9
COc1ccc(N2CCN(C(=O)C3CCCN(S(=O)(=O)c4c(C)noc4C)C3)CC2)cc1 (stereo unspecified)	99.7	?	100.3
CCOC(=O)c1c(CN(CC)CC)n(C)c2cc(Br)c(O)cc12	100.9	?	99.5
CCOC(=O)c1[nH]ncc1[C@@H]1C[C@H]2CN(Cc3cccc(Cl)c3)C(=O)[C@]23CCCN13	96.4	?	97.6
CC1CC(C)(C)N2C(=O)C(=C(C#N)C#N)c3cccc1c32 (stereo unspecified)	100.5	?	101.9
CSCCC1NC(=O)N(CC(=O)Nc2ccc(Br)cc2Br)C1=O (stereo unspecified)	105.9	?	109.6
CC(C)(CC(=O)O)CC(=O)Nc1ccccc1Oc1ccccc1	101.9	?	102.2
Fc1ccc(N2CCN(Cc3cn[nH]c3-c3ccccc3)CC2)cc1	97.9	?	95.7
O=C1NC(C(=O)O)=CC(c2ccc([N+](=O)[O-])cc2)N1 (stereo unspecified)	91.5	?	96.4
COc1ccc(C2C(C(=O)c3cccs3)=C(O)C(=O)N2c2cccc(C)n2)cc1 (stereo unspecified)	101.4	?	100.3
COc1ccc(N2C(=O)CC(Sc3n[nH]c(-c4ccccc4)n3)C2=O)cc1 (stereo unspecified)	97.9	?	97.8
O=C(Nc1nnc(C(F)(F)F)s1)c1c(F)cccc1F	105.9	nt	115.8
CN(c1cccnc1)c1ncnc2[nH]ncc12	98.2	?	96.6
OCCC1CN(Cc2cccn2-c2ncccn2)CCN1Cc1ccc(F)cc1 (stereo unspecified)	99.7	?	100.6
O=C(/C=C/c1ccco1)N1CCN(S(=O)(=O)c2cccs2)CC1	87.5	?	79.1
Cc1oc(C(C)(C)C)cc1C(=O)Nc1ccc(N2CCOCC2)cc1	82.7	?	74.1
COc1ccc(OC)c(S(=O)(=O)Nc2ccc3c(c2)C(=O)OC3)c1	98.6	?	99.2
COc1cc([C@@H]2c3cc4c(cc3[C@@H](O)[C@@H](CO)[C@@H]2CO)OCO4)cc(OC)c1O[Si](C)(C)C(C)(C)C	95.0	?	86.2
COC(=O)CCC(=O)OC1(C)C(=O)C=C2C=C(C3CC3)N(CC3CC3)C=C2C1=O (stereo unspecified)	97.7	?	100.9
CCCCCC1CC(CC(=O)Nc2ccc([N+](=O)[O-])cc2)OC1=O (stereo unspecified)	100.5	?	96.7
Cc1cc(C)c2c(n1)sc1c(=O)n(Cc3ccc(F)cc3)cnc12	93.6	?	91.9
CC1CC(C)CN(C(=O)C2CCCN(S(=O)(=O)c3cnc[nH]3)C2)C1 (stereo unspecified)	98.7	?	100.1
O/N=C1\CCCc2c1nc(-c1ccccc1F)n2O	105.4	?	102.1
O=C(O)c1csc(-c2ccccc2)n1	100.3	?	97.8
O=C(CNCc1cccs1)Nc1cc(S(=O)(=O)N2CCCC2)ccc1Cl	101.9	?	103.3
CCOC(=O)C1=C(C)N(c2ccc(OC)cc2)C(=O)/C1=C\c1ccc(O)c(OCC)c1	97.7	?	99.9
Cc1onc(-c2c(F)cccc2Cl)c1C(=O)N=C(N)N1CCCC1	100.1	?	102.2
Cn1c(SCC(=O)NNC(=O)Nc2ccccc2)nnc1-c1ccccc1	99.7	?	100.8

An excerpt of these results, field by field.
Cc1cccc(NC(=O)C2CCCN(S(=O)(=O)c3ccc4c(c3)oc(=O)n4C)C2)c1 (stereo unspecified)
  RGS8-Gao reg: 99.2	RGS7-Gao reg: ?	RGS4-Gao reg: 97.0
CCOC(=O)N1CCN(C(c2ccc(C)cc2)c2sc3nc(C)nn3c2O)CC1 (stereo unspecified)
  RGS8-Gao reg: 105.8	RGS7-Gao reg: ?	RGS4-Gao reg: 100.5
COc1cc2c(cc1OC)C(C)=NC1(CCCCC1)C2
  RGS8-Gao reg: 98.1	RGS7-Gao reg: ?	RGS4-Gao reg: 97.1
Cc1nc(SCC(=O)Nc2cc(C(N)=O)cc(C(N)=O)c2)c2c(C)c(C)sc2n1
  RGS8-Gao reg: 68.1	RGS7-Gao reg: ?	RGS4-Gao reg: 59.4

Screens from PubChem.

Only part of the results is shown (hit frequency here may not be typical).
